# Source: PubChem BioAssay (Sanford-Burnham Center for Chemical Genomics)
# SENP7 inh: SENP7 protease inhibition; AID 434973; actives 1.5% (n = 330,000); inhibition, % at 5 µM; recombinant SENP7, Z-RLRGG-aminoluciferin luminescence, 40 min; Q9BQF6;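 active = inhibition above about 50% at the single test dose, limit read from the data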;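 also: plate controls were DMSO with enzyme for no effect and no enzyme buffer wells for full effect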
# Target sequence (Q9BQF6 706-1050 limits assumed): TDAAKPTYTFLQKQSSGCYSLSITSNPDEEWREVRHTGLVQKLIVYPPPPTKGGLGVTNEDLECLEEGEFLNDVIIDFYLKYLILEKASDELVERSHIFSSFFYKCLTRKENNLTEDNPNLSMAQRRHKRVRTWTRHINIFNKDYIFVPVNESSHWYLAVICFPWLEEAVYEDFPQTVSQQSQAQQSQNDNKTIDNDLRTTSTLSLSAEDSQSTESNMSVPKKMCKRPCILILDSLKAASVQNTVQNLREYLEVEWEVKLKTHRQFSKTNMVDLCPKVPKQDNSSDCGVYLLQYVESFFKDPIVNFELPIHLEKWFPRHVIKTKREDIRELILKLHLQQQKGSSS
# Jurkat NFkB inh: inhibitors of the PMA/ionomycin-induced NF-kB reporter in Jurkat cells; inhibition, % at 4 µM; actives 0.53% (n = 330,000); PMA/ionomycin-induced NF-kB luciferase reporter, luminescence
# UBC13 inh: blocks human UBC13 polyubiquitin chain formation; actives 0.47% (n = 330,000); TR-FRET; inhibition, % at 20 µM; in the data active = inhibition above about 45%, passing the limit was not always enough
# Target sequence (P61088 whole entry, looked up): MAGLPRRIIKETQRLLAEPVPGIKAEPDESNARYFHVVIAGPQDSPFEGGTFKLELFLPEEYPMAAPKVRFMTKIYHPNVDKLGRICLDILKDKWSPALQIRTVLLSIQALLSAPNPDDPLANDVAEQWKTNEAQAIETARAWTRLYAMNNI
# 697 NFkB inh: inhibitors of the PMA/ionomycin-induced NF-kB reporter in 697 B cells; actives 0.33% (n = 330,000); 697 B-cell NF-kB luciferase reporter, 16 h; inhibition, % at 4 µM; in the data active = inhibition above about 35%
# Apaf1 inhib: inhibitors of human Apaf-1 apoptosome | AID 489030 | inhibition, % at 20 µM | actives 0.71% (n = 330,000) | O14727 | reconstituted apoptosome caspase-3 activity, DEVD-Rh110 fluorescence; active = inhibition of at least 40% at 20 µM;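 also: plate controls were DMSO wells for no effect and DEVD-CHO caspase inhibitor wells for full effect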
#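 Material: reconstituted apoptosome with Apaf-1, cytochrome c, caspase-9, procaspase-3, dATP; medium: pH 7.5 Hepes buffer with CHAPS, BSA, DTT; also added: cytochrome c and DEVD-Rh110 substrate; timing: 30 min plus 50 min, RT; signal: Rh110 fluorescence intensity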
# SENP8 block: blocks the human protease SENP8. purified SENP8, Z-RLRGG-aminoluciferin cleavage, luminescence. actives 1.2% (n = 330,000). inhibition, % at 10 µM. Q96LD8
# Target sequence (Q96LD8 whole entry, looked up): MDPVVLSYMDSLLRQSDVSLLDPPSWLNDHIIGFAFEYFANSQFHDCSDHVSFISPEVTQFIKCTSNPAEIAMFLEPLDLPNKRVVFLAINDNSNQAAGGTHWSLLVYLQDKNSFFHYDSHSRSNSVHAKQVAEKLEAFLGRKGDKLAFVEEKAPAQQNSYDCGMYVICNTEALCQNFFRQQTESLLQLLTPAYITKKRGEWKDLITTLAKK
# Gli-Sufu antag: blocks Gli-Sufu signaling in a luciferase reporter; Sufu-KO-LIGHT fibroblasts, Gli luciferase reporter luminescence; inhibition, % at 5 µM; actives 0.74% (n = 340,000);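 active = inhibition above about 55%, limit read from the data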;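 also: 0% = DMSO-treated cells and 100% = wells with medium but no cells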
# HKDC1 inh: blocks human hexokinase HKDC1 activity; actives 0.16% (n = 340,000); inhibition, % at 20 µM; Q2TB90; recombinant HKDC1, G6PDH/diaphorase resazurin coupled fluorescence; AID 493160;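 active = inhibition above about 35% when tested at 20 µM, limit read from the data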;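 also: plate controls were DMSO wells with enzyme for no effect and DMSO wells lacking enzyme for full effect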
#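 Incubation: 90 min at room temperature in dark / Material: recombinant HKDC1 (HK5) hexokinase enzyme, produced in-house / Quantity: enzyme 5 µg/mL final / Compound: one dose of 20 µM, 1% DMSO / Reagent: glucose and ATP substrates / Buffer or medium: Tris pH 8.0 buffer with MgCl2, Tween-20, BSA, BME / Technique: resorufin fluorescence at 613 nm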
# Active calls of the source: *. Rule as the data show it, unless noted: active = inhibition above about 50%; inactive = the rest.
nr	molecule	SENP7 inh	Jurkat NFkB inh	UBC13 inh	697 NFkB inh
1	CCN(C(=O)CSc1nc2cc(S(=O)(=O)N(CC)CC)ccc2o1)C1CCS(=O)(=O)C1 (configuration not stated)	-4.1	-11.3	-1.6	-11.1
2	CCCN(CCC)C(C(=O)Nc1cccc(OC)c1)c1ccccc1 (configuration not stated)	1.3	-1.7	-10.1	19.6
3	CC(NS(=O)(=O)c1ccc(Br)cc1)C(N)=O (configuration not stated)	3.5	-2.6	7.6	10.1
4	Cc1ccc(N2CCN(C(=O)C3CCCN(c4ncnc5c4nc4n5CCCCC4)C3)CC2)c(C)c1 (configuration not stated)	9.0	5.2	7.1	-55.1
5	CC1CC(C)CN(S(=O)(=O)c2ccc(C(=O)Nc3nnc(-c4cccs4)o3)cc2)C1 (configuration not stated)	-13.4	0.3	-28.3	-48.3
6	CCCN1CCC(=O)N([C@H](CSc2ccc(Br)cc2)c2ccccc2)CC1	-0.9	-58.7	13.8	-20.1
7	COc1ccc(-c2nn(-c3ccccc3C)cc2CNCCc2cnc[nH]2)cc1F	2.0	-4.5	2.1	4.5
8	COc1ccc(CSCC(=O)N/N=C/c2ccc(OCC(=O)NCc3ccco3)cc2)cc1	-2.5	22.6	7.7	12.9
9	O=C(NCCN1CCOCC1)/C(=C\c1ccc(Br)cc1)NC(=O)c1cccs1	-4.5	7.0	4.0	-11.2
10	CCc1ccc(NC(=O)CCC(=O)N2CCSc3ccccc32)cc1	-9.2	-12.2	14.0	3.0
11	O=C(CN1CCN(C(=O)C2CCC2)CC1)Nc1ccc(F)cc1	5.7	-6.2	-2.1	18.2
12	CCOc1cccc(=O)c2c(C)n(Cc3ccco3)c(C)c12	2.8	10.2	-1.9	-9.7
13	C=CCNC(=S)Nc1ccc(N2CCOCC2)c(S(=O)(=O)Nc2ccccc2Cl)c1	1.5	-14.2	-10.6	2.9
14	O=C(COc1cccnc1[N+](=O)[O-])N1CCN(S(=O)(=O)c2ccc3ccccc3c2)CC1	6.6	-3.7	1.8	-4.7
15	Cc1nn(C)c(=O)c(N)c1-c1cc(-c2ccc(Cl)c(Cl)c2)n[nH]1	-1.5	-12.3	10.0	-13.0

nr	Apaf1 inhib	SENP8 block	Gli-Sufu antag	HKDC1 inh
1	-1.2	-1.5	7.4	-6.2
2	9.3	-6.7	2.1	-1.1
3	-20.9	3.6	3.1	-9.4
4	29.0	-7.2	42.6	7.3
5	24.0	-11.1	22.7	-4.4
6	21.5	-7.5	5.0	-2.4
7	1.6	-1.0	27.1	4.0
8	1.4	-2.5	-0.3	-1.4
9	-3.3	-7.4	-1.3	-8.1
10	13.5	-12.1	-3.1	8.2
11	-8.2	6.0	-20.2	-7.7
12	-0.4	0.3	7.6	1.2
13	21.5	-4.4	0.3	0.6
14	19.0	-8.8	4.2	-6.8
15	9.6	-5.9	2.9	-0.9

# Given with values under each structure: entries from further up.
# Below each compound – SENP7 inh | Jurkat NFkB inh | UBC13 inh | 697 NFkB inh | Apaf1 inhib | SENP8 block | Gli-Sufu antag | HKDC1 inh
5. CC1CC(C)CN(S(=O)(=O)c2ccc(C(=O)Nc3nnc(-c4cccs4)o3)cc2)C1 (configuration not stated)
    -13.4 | 0.3 | -28.3 | -48.3 | 24.0 | -11.1 | 22.7 | -4.4
6. CCCN1CCC(=O)N([C@H](CSc2ccc(Br)cc2)c2ccccc2)CC1
    -0.9 | -58.7 | 13.8 | -20.1 | 21.5 | -7.5 | 5.0 | -2.4
7. COc1ccc(-c2nn(-c3ccccc3C)cc2CNCCc2cnc[nH]2)cc1F
    2.0 | -4.5 | 2.1 | 4.5 | 1.6 | -1.0 | 27.1 | 4.0
8. COc1ccc(CSCC(=O)N/N=C/c2ccc(OCC(=O)NCc3ccco3)cc2)cc1
    -2.5 | 22.6 | 7.7 | 12.9 | 1.4 | -2.5 | -0.3 | -1.4
9. O=C(NCCN1CCOCC1)/C(=C\c1ccc(Br)cc1)NC(=O)c1cccs1
    -4.5 | 7.0 | 4.0 | -11.2 | -3.3 | -7.4 | -1.3 | -8.1
10. CCc1ccc(NC(=O)CCC(=O)N2CCSc3ccccc32)cc1
    -9.2 | -12.2 | 14.0 | 3.0 | 13.5 | -12.1 | -3.1 | 8.2
11. O=C(CN1CCN(C(=O)C2CCC2)CC1)Nc1ccc(F)cc1
    5.7 | -6.2 | -2.1 | 18.2 | -8.2 | 6.0 | -20.2 | -7.7
12. CCOc1cccc(=O)c2c(C)n(Cc3ccco3)c(C)c12
    2.8 | 10.2 | -1.9 | -9.7 | -0.4 | 0.3 | 7.6 | 1.2
13. C=CCNC(=S)Nc1ccc(N2CCOCC2)c(S(=O)(=O)Nc2ccccc2Cl)c1
    1.5 | -14.2 | -10.6 | 2.9 | 21.5 | -4.4 | 0.3 | 0.6
14. O=C(COc1cccnc1[N+](=O)[O-])N1CCN(S(=O)(=O)c2ccc3ccccc3c2)CC1
    6.6 | -3.7 | 1.8 | -4.7 | 19.0 | -8.8 | 4.2 | -6.8
15. Cc1nn(C)c(=O)c(N)c1-c1cc(-c2ccc(Cl)c(Cl)c2)n[nH]1
    -1.5 | -12.3 | 10.0 | -13.0 | 9.6 | -5.9 | 2.9 | -0.9

# Next section.
nr	molecule	SENP7 inh	Jurkat NFkB inh	UBC13 inh	697 NFkB inh
16	COc1ccccc1C(C)NC(=O)c1ccccc1SCC(=O)N1CCCC1 (configuration not stated)	-3.7	14.7	-4.3	10.0
17	COc1ccc(-c2ccc(SCC(=O)NCc3ccco3)nn2)cc1	4.2	-31.4	-1.0	-60.8
18	COC(=O)c1ccccc1NC(=O)NCc1cccnc1	2.4	11.1	5.6	23.6
19	CC(C)(C)c1ccc(/C=C2\Oc3cc(OC(=O)N4CCOCC4)ccc3C2=O)cc1	-1.6	7.9	2.1	-1.8
20	COc1ccccc1C(=O)OCc1c(-c2ccccc2)ncc2ccccc12	-7.2	-5.9	-5.6	-54.7
21	CCOC(=O)N1CCN(C(=O)COc2ccc(S(=O)(=O)Nc3ccc(OCC)cc3)cc2)CC1	8.4	2.6	13.3	-5.0
22	CCCC[C@@H]1C=C(C(=O)O)[C@H](c2ccc(Cl)c(Cl)c2)N1S(=O)(=O)c1ccc(C)cc1	-15.1	6.1	-30.9	-12.1
23	COc1cccc(C(=O)Nn2c(-c3cccs3)nc3ccccc3c2=O)c1OC	-10.1	-2.5	6.0	-4.2
24	CCOC(=O)c1ccc(NC(=O)CN(C)S(=O)(=O)c2ccc(Br)s2)cc1	10.5	-16.7	-3.7	-10.3
25	O=C(CCC(=O)c1cccs1)NCc1cccc(Cl)c1	-2.9	18.7	-1.2	22.2
26	CC1CCN(C(c2cc3cc4c(cc3[nH]c2=O)OCO4)c2nnnn2CC2CCCO2)CC1 (configuration not stated)	-0.2	8.3	1.0	14.5
27	Cc1[nH]n(-c2ccccc2)c(=O)c1C=NC1CCCCC1	-9.2	-8.9	3.8	-6.6
28	CN(C)CCN1C(=O)C(=O)/C(=C(/O)c2ccc(S(=O)(=O)N3CCOCC3)cc2)C1c1ccc(Br)cc1 (configuration not stated)	9.9	-2.7	-3.6	-15.4

nr	Apaf1 inhib	SENP8 block	Gli-Sufu antag	HKDC1 inh
16	5.2	-4.3	-2.5	-3.2
17	-7.7	-1.3	-19.5	-11.3
18	-0.5	0.6	3.9	-3.1
19	-2.8	-2.0	13.3	2.8
20	29.1	-10.9	-3.4	3.0
21	-16.8	-4.6	9.0	-7.8
22	16.1	-6.8	-8.3	10.3
23	3.6	-8.3	-2.6	-7.0
24	14.3	2.6	-2.4	2.8
25	6.2	11.2	1.3	-2.8
26	-6.8	2.5	-11.0	5.6
27	5.2	9.6	-15.0	-1.4
28	-7.9	-4.8	-0.9	-1.1

# Rows are unselected. Share with any hit: about 3.6%.
